Screening results as filed in PubChem BioAssay.
TNF necrop inh: inhibitors of TNF-alpha triggered necroptosis, primary screen, cell-based, Jurkat FADD-/-, single concentration; AID 463075, 2010; 220,000 tested, 0.068% active; Jurkat FADD-/- TNF necroptosis rescue, ATP luminescence, 24 h; 0 = TNF only, 100 = no-TNF cells; activation (protection from cell death), % at 10 µM;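 active = activation, meaning protection from cell death, of at least 50% relative to plate controls; inactive = activation below 50%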;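 also: necroptosis triggered by 40 ng/mL TNF-alpha added together with compound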
KCC2 mod: KCC2 cotransporter modulators, thallium flux, primary screen, cell-based, HEK293 KCC2, FluoZin-2 fluorescence, MLSMR. B-score of Tl+ flux slope (higher = more flux/activation; lower = inhibition) at 10 µM. 190,000 tested, 2.2% active. Solute carrier family 12 member 5 (Homo sapiens), Q9H2X9. KCC2 cells, thallium flux FluoZin-2 fluorescence;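 active = thallium flux slope and its plate-corrected score both differing from the plate sample mean at a set confidence after two filtering rounds, in either direction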;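 also: slope of fluorescence scaled to starting intensity during 10 to 20 s after thallium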
KLK5 inh: human KLK5 protease inhibitors, primary screen, biochemical, 1536-well; Kallikrein-5 (Homo sapiens), Q9Y337; recombinant hK5, fluorogenic AMC substrate cleavage; inhibition, % at 5 µM; 210,000 tested, 0.59% active; AID 873, 2007;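 active = inhibition of 40% or more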;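 also: 0% = enzyme controls without compound and 100% = no-enzyme blanks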
Target sequence (Q9Y337 67-293 limits assumed): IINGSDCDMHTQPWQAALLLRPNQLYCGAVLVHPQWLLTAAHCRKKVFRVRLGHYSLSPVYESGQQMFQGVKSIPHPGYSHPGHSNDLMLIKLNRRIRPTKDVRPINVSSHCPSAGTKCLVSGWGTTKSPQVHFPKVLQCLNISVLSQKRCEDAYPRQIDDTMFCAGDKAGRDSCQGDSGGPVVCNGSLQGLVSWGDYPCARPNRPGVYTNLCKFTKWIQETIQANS
FXIIa inh: human FXIIa protease inhibitors, primary screen, biochemical, 1536-well. Coagulation factor XII (Homo sapiens), P00748. purified FXIIa, Boc-QGR-AMC fluorogenic substrate, 2 h. inhibition, % at 5 µM. 220,000 tested, 0.3% active. AID 800, 2007; in the data active = inhibition above about 40%;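 also: 0% = enzyme with no compound and 100% = blank without enzyme; many of its hits are not listed in these tables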
Hck-Nef inh: inhibitors of Nef-activated human Hck kinase, primary screen, biochemical, Z-Lyte FRET, 384-well, Hck-YEEI. Tyrosine-protein kinase HCK (Homo sapiens), P08631. Recombinant Hck-YEEI plus Nef, Z-Lyte FRET kinase assay. inhibition, % at 20 µM. 220,000 tested, 0.68% active. AID 463187, 2010;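 active = Hck-Nef kinase inhibition above about 50%, limit read from the data; inactive = inhibition below that limit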;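 also: 0% = DMSO with Hck plus Nef and 100% = Hck alone without Nef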
zVAD death inh: inhibitors of zVAD-triggered necroptosis, primary screen, L929 cells; L929 zVAD necroptosis rescue, ATP luminescence, 24 h; with zVAD 60 µM; viability rescue, % at 10 µM; 220,000 tested, 0.38% active; AID 1377, 2008;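 active = activation, scaled between plate controls, above about 75%, limit read from the data; inactive = activation under that limit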;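 also: 0% = zVAD with DMSO and 100% = DMSO alone without zVAD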
thrombin 1536: human alpha-thrombin inhibitors, primary screen, counter-screen for coagulation protease inhibitor project, biochemical, 1536-well, fluorogenic AMC substrate. inhibition, % at 5 µM. Boc-VPR-AMC fluorogenic substrate cleavage. Prothrombin (Homo sapiens), P00734. AID 1046, 2008. 220,000 tested, 0.26% active;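 active = inhibition at or above 40%; inactive = inhibition below 40%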;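 also: 0% = enzyme with no compound and 100% = wells without enzyme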
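System: human alpha-thrombin protein; Compound dosing: one concentration per compound, 5 µM, with 0.2% DMSO; Timing: reaction at room temperature; Technique: AMC fluorescence, 355/460 nm; Controls: enzyme without compound as high, wells lacking enzyme as low.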
Rad51 HR inh: human RAD51 strand exchange inhibitors, primary screen, biochemical, fluorescence; DNA repair protein RAD51 homolog 1 (Homo sapiens), Q06609; hRad51 DNA strand exchange, fluorescence dequenching; inhibition, % at 10 µM; 200,000 tested, 0.085% active; AID 1385, 2008;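 active = inhibition above 40% at the single screening dose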;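 also: 0% = DMSO control wells and 100% = blanks with heterologous ssDNA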
Target sequence (Q06609 whole entry, looked up): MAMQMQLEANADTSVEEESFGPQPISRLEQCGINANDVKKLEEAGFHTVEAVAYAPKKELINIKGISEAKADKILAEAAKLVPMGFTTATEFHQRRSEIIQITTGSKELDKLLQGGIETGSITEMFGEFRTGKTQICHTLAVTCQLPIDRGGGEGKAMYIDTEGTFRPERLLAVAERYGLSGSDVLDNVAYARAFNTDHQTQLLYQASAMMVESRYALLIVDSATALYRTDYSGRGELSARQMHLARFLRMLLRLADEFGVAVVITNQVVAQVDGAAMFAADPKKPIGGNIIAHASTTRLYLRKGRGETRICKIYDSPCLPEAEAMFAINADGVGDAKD
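material = hRad51 filaments on single-stranded DNA | reagent = Donor/quencher-labelled 47-bp dsDNA substrate | compound = 10 µM final, single point | schedule = strand-exchange reaction 15 min at room temperature | measured by = fluorescein emission 520 nm, excitation 485 nm | read-out basis = % inhibition versus plate control and blank means | benchmarks = plate controls and plate blanks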
FXIa inh 1536: human FXIa protease inhibitors, primary screen, biochemical, 1536-well; Coagulation factor XI (Homo sapiens), P03951; purified FXIa, Boc-Glu-Ala-Arg-AMC fluorogenic substrate; inhibition, % at 5 µM; 220,000 tested, 0.14% active;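 active = inhibition of at least 40%; inactive = inhibition below 40%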;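 also: fluorescence of freed AMC excited at 355 nm; 0% = enzyme without compound and 100% = no enzyme blank; many of its hits are not listed in these tables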
Starred values were filed as active, the others as inactive; . = not tested or not shown. These rows are one share of the data. The share of hits here may be higher or lower than overall.

Fields – TNF necrop inh	KCC2 mod	KLK5 inh	FXIIa inh	Hck-Nef inh	zVAD death inh	thrombin 1536	Rad51 HR inh	FXIa inh 1536
CCCCCCc1c(O)nc(SCCN2CCOCC2)[nH]c1=O
    1.5	-0.44	-4	4	18	1.1	.	-1	-1
CC(=O)/C(=N\Nc1ccc(Cl)cc1Cl)Sc1cccc2cccnc12
    -1.5	21*	-14	7	11	32	-4	-3	6
CS(=O)(=O)Nc1ccccc1C(=O)NCc1ccco1
    -1.9	0.91	-1	12	2	-0.3	-1	0	4
Cc1ccc(C)c(OCC(=O)Nc2cc(C)on2)c1
    2.1	-0.27	1	16	-2	-0.5	-1	1	4
CN(C)Cc1n[nH]c(=O)c2ccccc12
    0.2	0.23	3	5	22	0.6	-1	0	2
C/C(=N\Nc1nc(-c2ccccc2)cs1)c1cccs1
    -0.4	-0.29	-14	9	5	1.9	-6	0	5
CC(C)C(c1nnnn1C1CCCCC1)N1CCOCC1 (stereo not drawn)
    -3.5	0.46	-8	-1	-1	-0.1	-2	-4	-3
O=C(Nc1nnc(C2CCCCC2)s1)c1cccs1
    2.7	0.25	1	14	9	0.7	0	2	-1
CCOc1ncccc1C(=O)OCC(=O)Nc1ccc2c(c1)OCO2
    -0.1	-1.4	-5	2	0	0.4	-4	-14	-3
Cc1ccc(NC(=O)C2CCN(S(=O)(=O)c3ccc(F)cc3)CC2)cc1
    1.1	.	-17	13	1	1.0	-9	7	-3
O=C(CSc1cccs1)Nc1ccc2ccccc2c1
    3.1	-1.7	12	17	-1	1.1	4	-1	6
CCOC(=O)c1sc(NC(=O)c2cccnc2)c(C#N)c1C
    0.7	.	-6	11	0	1.8	-2	1	0
NC1=NC[C@H](Cc2ccccc2)N1CCc1cccc(F)c1
    -0.9	-1.2	0	10	36	-1.1	0	-5	2
O=C(CCSc1ccccc1)N1CCCC1
    2.3	0.39	-26	1	8	1.5	-1	14	-8
COc1ccc(C(=O)Nc2cccc(-c3ccc4nncn4n3)c2)cc1
    -1.0	-0.75	5	7	-13	2.2	-2	0	1
CC(=O)c1ccc(OCCn2cnc3ccccc32)cc1
    3.3	0.7	-9	14	1	0.4	2	-5	1
COc1ccc(/C(N)=N/OC(=O)c2cccs2)cc1OC
    -0.4	0.17	4	7	29	5.3	0	7	-2
COc1ccc(-n2c(COc3ccccc3)nnc2SCc2ccc(C#N)cc2)cc1
    0.8	.	-10	3	0	-0.5	-8	3	-6
CCOc1ccc(CN2CCN(Cc3ccon3)CC2CCO)cc1 (stereo not drawn)
    0.4	-0.84	-2	8	19	-0.1	-15	1	-4
CC(=O)NC(NC(C)=O)c1ccc(Br)cc1
    0.0	-0.36	-2	8	3	0.0	1	3	8
Cc1ccc(N2CCN(c3cc(C)nc4nc(C)nn34)CC2)c(C)c1
    -1.9	0.14	-6	16	-4	.	2	.	11
O=C(CNS(=O)(=O)c1ccc(F)cc1)N1CCN(c2ccc(F)cc2)CC1
    -0.9	0.57	-11	10	3	-0.3	-4	5	1
CCOC(=O)N1CCN(C(=O)N2CCOCC2)CC1
    -0.1	-0.89	-6	12	8	0.1	-4	-2	-3
Cc1ccc2sc(NNC(=O)C3COc4ccccc4O3)nc2c1C (stereo not drawn)
    0.7	6.5*	-63	11	-2	3.5	7	.	4
CN(C)S(=O)(=O)c1cccc(NC(=S)NCc2ccc3c(c2)OCO3)c1
    0.9	-0.0097	-5	6	18	1.3	-23	5	-10
CSc1cccc(NC(=S)N(CCC(C)C)C(C)c2ccncc2)c1 (stereo not drawn)
    -2.2	0.011	-4	11	18	-0.2	-2	12	-2
COc1ccc2c(Cl)c(-c3nnc4n3CCCCC4)sc2c1
    -5.2	-1.6	-5	18	-2	1.9	3	-2	6
COc1cc(C)c(Cl)cc1S(=O)(=O)NCCN1CCOCC1
    -0.8	0.37	2	19	-21	1.7	4	3	6
CC(C)Nc1nc(NC(C)C)nc(N(C)n2cnnc2)n1
    0.2	0.71	-16	5	1	0.0	-8	2	-7
COc1ccc(OCc2n[nH]c(=S)n2-c2ccc(C)cc2)cc1
    -1.2	-0.24	-4	9	18	0.5	-13	-2	-5
Cc1cccc(Oc2cc(N)cc([N+](=O)[O-])c2)c1
    -3.5	-0.88	-23	8	-1	-0.2	1	.	-1
Cc1ccc(N(CC(O)Cn2nc(C)cc2C)S(=O)(=O)c2ccc3ccccc3c2)cc1 (stereo not drawn)
    1.5	-2.4	-5	9	3	2.0	1	.	8
CC(=O)N1[C@H](Cc2ccccc2)C=C[C@]1(C)C(=O)NCc1ccc(C)o1
    1.7	0.25	-5	11	-3	-0.4	3	4	3
Cc1cc([N+](=O)[O-])nn1CC(=O)Nc1ccc(Cc2ccncc2)cc1
    3.3	-0.86	-9	2	0	0.7	-6	.	-2
Cc1ccc(-c2nn(CC(=O)O)c(=O)c3ccccc23)cc1
    -2.2	-0.66	-2	5	6	-0.4	2	1	1
CN(c1nnc(N)s1)C1CCCCC1
    0.9	0.17	-9	17	-5	.	0	.	9
COc1cc(OC)c(NC(=O)c2ccco2)cc1Cl
    -1.0	-0.43	-8	1	1	0.2	-2	5	3
CC(=O)c1c(C)[nH]c(C(=O)CSc2nnc(N)s2)c1C
    -1.0	0.13	3	12	-6	6.0	2	6	0
Cc1ccc([N+](=O)[O-])cc1NC(=O)Nc1ccc(S(N)(=O)=O)cc1
    -0.4	-0.75	31	3	0	0.3	-5	8	-8
O=C(NCC(F)(F)F)Nc1ncccn1
    -0.3	0.46	5	3	0	2.2	1	2	0
O=c1c2ccccc2n2nnnc2n1-c1ccccc1
    0.1	0.8	2	1	0	0.4	2	-6	0
O=C1C(=Cc2ccco2)C(=O)c2ccccc21
    -2.4	0.24	-7	5	9	0.9	-7	-2	-2
COc1ccc(Cl)cc1NC(=O)NC(C)C
    1.3	-0.75	2	0	-15	0.3	-9	9	0
c1ccc(CCn2nnnc2CN2CCc3ccccc32)cc1
    1.2	.	2	18	0	0.0	-1	1	4
O=C(NCc1ccco1)C1CN(S(=O)(=O)c2ccccc2)CCN1S(=O)(=O)c1ccccc1 (stereo not drawn)
    -3.3	-0.37	-34	12	0	-0.1	-1	3	2
O=C(NCc1cccc(F)c1)c1noc2c1CCCC2
    10	-0.47	-16	2	-7	-0.7	-3	-2	0
CC(=O)Nc1ccc(OCC(=O)c2ccc(C)cc2C)cc1
    0.2	.	-12	11	-20	0.4	1	5	7
O=C(Cn1cc2c(n1)CCCCC2)NCc1ccccc1
    -0.2	-0.94	-7	20	2	-0.5	6	-6	6
CC1(C(=O)O)CCC(C(=O)NC2CCCCCC2)C1(C)C (stereo not drawn)
    -0.1	.	0	-10	0	-0.3	-3	3	-8
C=CCNC(=S)Nc1ccc(C)c(S(=O)(=O)N2CCCCC2)c1
    0.3	0.23	34	28	10	-0.2	37	-3	27

Compounds listed so far containing a cyano group (two):
Fields – TNF necrop inh	KCC2 mod	KLK5 inh	FXIIa inh	Hck-Nef inh	zVAD death inh	thrombin 1536	Rad51 HR inh	FXIa inh 1536
CCOC(=O)c1sc(NC(=O)c2cccnc2)c(C#N)c1C
    0.7	.	-6	11	0	1.8	-2	1	0
COc1ccc(-n2c(COc3ccccc3)nnc2SCc2ccc(C#N)cc2)cc1
    0.8	.	-10	3	0	-0.5	-8	3	-6

Further results follow:
Fields – TNF necrop inh	KCC2 mod	KLK5 inh	FXIIa inh	Hck-Nef inh	zVAD death inh	thrombin 1536	Rad51 HR inh	FXIa inh 1536
COc1cccc(/C=C(/C#N)c2ccc(Cl)cc2)c1OCc1cccc(C(=O)O)c1
    0.8	-2.3	.	9	13	4.8	-2	.	-1
CCc1[nH]c(=O)c(C#N)c2c1CCCC2
    -0.3	0.082	18	-1	-9	0.3	-7	.	-8
CN(C)C(=O)Nc1ccccc1CC[N+](=O)[O-]
    0.1	0.021	-3	2	32	1.7	0	0	2
CC[n+]1c(/C=C/Nc2ccccc2)sc2ccccc21
    -11	0.9	1	11	2	-0.3	-1	3	0
NC(=O)NCCCC(=O)OCC(=O)c1ccc2ccccc2c1
    0.6	-0.051	-9	7	23	3.3	1	-30	-5
CCS(=O)(=O)n1nc(-c2ccc(C)cc2)nc1N
    9.1	.	8	9	1	-0.4	-8	4	1
Cc1ccc2nc(CSc3nnc(Nc4ccccc4F)s3)cc(=O)n2c1
    0.7	0.058	-20	16	8	0.3	-1	9	4
CC(=O)N(C(C)=O)n1c(/C=C/c2cccc([N+](=O)[O-])c2)nc2ccccc2c1=O
    0.7	-0.36	-4	6	24	19	8	10	-11
FC(F)(F)c1ccc(N2CCN(Cc3ccc4c(c3)OCO4)CC2)nc1
    2.3	1.2	-12	6	4	0.9	-6	1	-4
O=C(CCc1nnc(CCC2CCCCC2)o1)NCCc1cccnc1
    -0.3	0.26	-2	5	16	1.3	-12	-6	-6
S=C(Nc1ccccc1Cl)NC1CC2CCCC(C1)N2C1CC1 (stereo not drawn)
    0.2	0.55	17	6	19	-0.3	0	0	-4
CCOC(=O)c1cnc(-n2nc(C)cc2C)nc1Nc1ccc(OC)cc1
    -2.5	.	-10	1	3	-0.2	16	-1	-5
Cc1ccc(-c2cc(C(=O)Nc3ccc(S(=O)(=O)Nc4ncccn4)cc3)[nH]n2)c(O)c1C
    2.1	0.65	6	10	25	1.0	1	16	4
CCn1c(CCCc2ccc(OC)c(C)c2)n[nH]c1=S
    0.1	0.23	-6	3	-14	0.0	-5	-7	-3
O=C(Oc1cccc2cccnc12)c1ccco1
    -10	.	-18	13	7	0.2	1	0	3
COc1ccc(CCNC(=O)COC(=O)c2cnc(C)cn2)cc1
    -0.5	.	1	7	0	0.5	2	0	-2
CCCCOc1ccccc1C1NC(=O)NC(C)=C1C(=O)OCc1ccco1 (stereo not drawn)
    -0.2	-0.24	-25	14	1	0.0	0	-2	25
CCOC(=O)c1nnn(-c2nonc2-c2ccccc2)c1C
    2.7	0.029	0	8	3	0.0	2	0	-3
Fc1ccc(-c2ccc(Nc3cccc(F)c3)nn2)cc1
    6.2	-0.33	-15	3	11	73	0	8	-4
COc1ccc(Cn2nnnc2CN2CCN(c3ccc(OC)cc3)CC2)cc1
    1.0	0.023	15	14	16	-0.8	-1	.	1
Cc1csc(SCc2ccccc2C(=O)O)n1
    0.1	0.018	-6	11	-1	-0.3	-5	7	-6
